Assay outcomes: PubChem BioAssay, The Scripps Research Institute Molecular Screening Center
M1 PAM parental = nonselective calcium activators in parental CHO-K1 cells, primary screen, counter-screen for M1 PAM project, cell-based, Fluo-8 calcium fluorescence, full deck, 1536-well; activation, % at 3 µM; 360,000 tested, 0.02% active; AID 602247, 2012; ATP EC20; 0% at ATP EC20, 100% at ATP max;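 active = activation above the run cutoff, the mean activation of all test compounds plus 3 SD, cut at about 40% in these data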;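 also: peak over basal fluorescence ratio in a 140 s read after ATP addition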
OXTR potentiator = human OXTR potentiators, primary screen, fluorescence, CHO-OTR cells, Fluo-8 calcium; Oxytocin receptor (Homo sapiens), P30559; Fluo-8 calcium fluorescence, potentiator mode; 0% = oxytocin EC15, 100% = EC100; activation, % at 3 µM; 320,000 tested, 0.061% active;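 active = activation above that plate's cutoff, the mean activation of tested compounds plus 3 SD, cut at about 6.6% in these data, passing the limit was not always enough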;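 also: 100% uses oxytocin at 75 nM as the full agonist control; some results filed as inactive read as strong as hits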
Target sequence (P30559 whole entry, looked up): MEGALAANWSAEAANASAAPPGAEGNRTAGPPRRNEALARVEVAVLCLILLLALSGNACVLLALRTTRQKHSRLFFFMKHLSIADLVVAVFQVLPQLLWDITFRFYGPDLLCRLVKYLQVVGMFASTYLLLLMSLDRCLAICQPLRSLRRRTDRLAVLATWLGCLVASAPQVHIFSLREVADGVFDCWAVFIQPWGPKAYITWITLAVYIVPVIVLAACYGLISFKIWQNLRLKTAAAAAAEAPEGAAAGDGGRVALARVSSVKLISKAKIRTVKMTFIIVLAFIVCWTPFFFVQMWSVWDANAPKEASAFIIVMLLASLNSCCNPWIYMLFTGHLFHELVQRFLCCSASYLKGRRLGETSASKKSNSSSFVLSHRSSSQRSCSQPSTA
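test system = CHO-OTR cells, human receptor | compound = single-point 3.0 µM | schedule = 6 min compound pre-incubation at room temperature, 100 s kinetic read | signal = Fluo-8 no-wash calcium dye fluorescence, excitation 470-495 nm, emission 515-575 nm | repeats = single well per compound, singlicate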
CHO-K1 Ca ag = counter-screen for M1 agonists: effect in parental CHO-K1 cells | Fluo-8 calcium fluorescence; scaled to maximal ATP response, vehicle zero | 360,000 tested, 0.48% active | activation, % at 3 µM | AID 602248, 2012; in the data active = activation above about 15%;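 also: untransfected CHO-K1 host cells lacking M1 receptor as counterscreen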
M1 ag = human M1 muscarinic receptor agonists, primary screen, Fluo-8 calcium fluorescence, CHO-K1 cells, HTS; Muscarinic acetylcholine receptor M1 (Homo sapiens), P11229; CHO-K1 hM1, agonist mode; 0% DMSO, 100% acetylcholine EC100; activation, % at 3 µM; 360,000 tested, 0.33% active;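 active = activation above the run's mean compound activation plus 3 SD, cut at about 16% in these data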;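 also: peak over basal fluorescence ratio within a 140 s kinetic read after compound addition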
CHO-K1 Ca antag = nonselective inhibitor or artifact in parental CHO-K1 cells. ATP-induced calcium, Fluo-8 fluorescence. inhibition, % at 3 µM. 360,000 tested, 0.6% active. AID 602250;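 active = inhibition above a per-plate cutoff, the plate's mean sample inhibition plus 3 SD, cut at about 24% in these data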;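 also: 0% = DMSO plus EC80 ATP and 100% = DMSO alone without ATP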
CHO parental Ca = ATP-evoked calcium signal inhibitors, parental CHO, primary screen, counter-screen for OX1R antagonist project, cell-based, fluorescence, Fluo-8 calcium dye; parental CHO-K1, ATP-induced calcium, Fluo-8 fluorescence; 330,000 tested, 0.63% active; AID 463079, 2010; inhibition, % at 5.6 µM;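 active = inhibition above that plate's mean sample inhibition plus 3 SD, cut at about 26% in these data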;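 also: 0% = ATP-challenged DMSO wells and 100% = DMSO wells without ATP; some compounds past the cut are filed as inactive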
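Material – parental CHO cells · Reagent – ATP stimulus · Compound – single nominal dose of 5.6 µM per compound · Detection – Fluo-8 fluorescence · Read-out basis – percent inhibition of calcium signal · Controls – ATP-challenged DMSO wells low, unchallenged DMSO wells high · Repeats – no replicates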
TAAR1 ag = human TAAR1 agonists, primary screen, Fluo-8 calcium fluorescence, CHO RD-HGA16 cells | vehicle wells 0%, saturating PEA agonist 100% | 360,000 tested, 0.99% active | Trace amine-associated receptor 1 (Homo sapiens), Q96RJ0 | activation, % at 3 µM;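 active = activation above the mean activation of all test compounds in the run plus 3 SD, cut at about 38% in these data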
Target sequence (Q96RJ0 whole entry, looked up): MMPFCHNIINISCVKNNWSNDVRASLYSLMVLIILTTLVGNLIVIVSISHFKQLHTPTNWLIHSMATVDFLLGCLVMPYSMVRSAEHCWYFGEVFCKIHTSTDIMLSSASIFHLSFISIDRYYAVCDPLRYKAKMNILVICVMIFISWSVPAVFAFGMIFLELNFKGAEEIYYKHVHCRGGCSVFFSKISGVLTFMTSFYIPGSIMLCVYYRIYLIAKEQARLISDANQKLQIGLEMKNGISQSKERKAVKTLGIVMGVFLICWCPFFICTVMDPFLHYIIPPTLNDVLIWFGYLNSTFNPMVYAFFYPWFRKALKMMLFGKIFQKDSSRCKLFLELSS
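test system = CHO RD-HGA16 cells carrying human TAAR1 plus Gα16 | schedule = 17-24 h seeding, 75 min 37 °C dye, 30 min RT | compound dosing = 3 µM single concentration | control set = DMSO and PEA EC100 | replicates = n 1 | signal = Fluo-8 fluorescence, 5 s baseline then 140 s kinetic read | measure = percent activation vs PEA EC100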
TAAR1 antag = human TAAR1 antagonists, primary screen, Fluo-8 calcium fluorescence, CHO RD-HGA16 cells; Trace amine-associated receptor 1 (Homo sapiens), Q96RJ0; antagonist; inhibition, % at 3 µM; 360,000 tested, 1.5% active; AID 624466, 2012;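 active = inhibition above a per-plate cutoff, the mean inhibition of test compounds on that plate plus 3 SD, cut at about 49% in these data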;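 also: 0% = DMSO plus EC80 beta-PEA response and 100% = DMSO alone without agonist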
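System: RD-HGA16 CHO cells with stable hTAAR1 and Gα16 | Probe or stimulus: EC80 β-phenethylamine stimulus | Dosing: 3 µM, single point | Times: Dye loading 75 min at 37 °C, then 30 min room temperature | Measured by: Fluo-8 calcium-sensitive fluorescence | Read-out basis: % inhibition of agonist calcium response | Replicates: n of 1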
CHRM1 antagonist = human M1 muscarinic receptor antagonists, primary screen, CHO-K1 cells, Fluo-8 calcium fluorescence, 1536-well; 360,000 tested, 1.3% active; CHO-K1 hM1, ACh EC80 antagonist; inhibition, % at 3 µM;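 active = percent inhibition above its own plate's cutoff, namely the mean of that plate's compound wells plus 3 SD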;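 also: peak over basal fluorescence ratio during 140 s after agonist addition; 0% = ACh EC80 plus DMSO and 100% = DMSO alone without agonist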
The depositor's hits bear a star; nt = not tested or not shown.

SMILES	M1 PAM parental	OXTR potentiator	CHO-K1 Ca ag	M1 ag	CHO-K1 Ca antag	CHO parental Ca	TAAR1 ag	TAAR1 antag	CHRM1 antagonist
COc1ccc(CCNC(=O)CSc2nnc(-c3ccccc3)c3ccccc23)cc1OC	12	3	-0.9	-8	-14	-27	-3	-16	-12
Cc1cc(Cl)ccc1NNC(N)=S	19	4	2.8	0	-8	7	6	-11	-14
CCOC(=O)C1CCN(S(=O)(=O)c2cccc3nonc23)CC1	28	-5	0.9	-4	-26	-9	2	5	-8
CCOC(=O)c1ccccc1NC(=O)COC(=O)CSc1ccccc1	16	-15	0.9	2	-11	-19	0	-30	-16
CCOC(=O)/C(C#N)=C\C1=C(N2CCCC2)CC(C)(CC)OC1 (stereo not given)	0	-10	1.1	-4	10	-17	-2	-5	-5
COC(=O)c1cc(O)c(O)c(O)c1	3	-8	0.1	-5	-2	-4	11	5	7
CN1CCN(S(=O)(=O)c2ccc(NC(=O)c3ccc([N+](=O)[O-])cc3)cc2)CC1	-9	-7	0.1	-4	5	-17	1	-14	-17
COC(=O)C(C)Sc1nnc(Cc2cc(=O)[nH]c(=O)[nH]2)n1-c1ccc(Cl)cc1 (stereo not given)	10	5	0.7	-1	-4	-12	0	-18	-8
Cc1cc(=O)oc(C)c1C(=O)OCC(=O)c1ccc(Cl)c(Cl)c1	-7	-4	1.1	3	-14	-6	10	22	-23
CC(=O)c1ccc(-c2cccc3nccn23)cc1	-3	nt	0.1	-8	-4	nt	1	4	-12
CCCC(c1nnnn1CS(=O)(=O)c1ccc(C)cc1)N1CCN(c2ccccc2)CC1 (stereo not given)	21	-1	0.6	-3	-14	-21	0	12	-34
CCOC(=O)c1[nH]c2ccc(Cl)cc2c1NC(=O)/C=C/c1ccc2c(c1)OCO2	22	-2	0.0	-9	-1	-7	2	1	-9
O=C(c1ccco1)N1CCN(C(=S)Nc2cc(F)cc(F)c2)CC1	-10	-5	0.8	-1	6	1	3	19	13
C=CCN1C(=O)c2ccc(C(=O)NCC(=O)Nc3c(C)cc(C)cc3C)cc2C1=O	17	-1	0.6	-1	-6	-15	1	0	-8
Cc1c(C(=O)Oc2ccc(F)cc2)sc2ncn(Cc3cccc(F)c3)c(=O)c12	23	3	2.0	-4	-2	-2	3	1	-7
COc1ccccc1C1CC(=O)Nc2cc(C)c(C)cc21 (stereo not given)	0	-22	0.5	-3	-12	-18	3	-10	-11
Cc1ccccc1-c1cc(C(=O)N2CCCC2)c2ccccc2n1	-7	0	0.2	-1	2	-24	1	-12	-9
O=C(/C=C/Nc1ccc(Br)cc1F)c1ccccc1	4	-7	0.2	-2	-5	-23	8	-6	-10
COc1ccc(C(c2nnnn2C2CCCCC2)N2CCN(c3ccccc3F)CC2)cc1 (stereo not given)	9	-19	0.1	-5	-11	-2	0	0	-2
COc1ccc(NC(=O)c2ccc(S(=O)(=O)C(F)F)cc2)c(OC)c1	-4	-4	0.8	-1	1	6	-1	14	-2
CCCC1CC(C)(c2csc(Nc3ccc(OCC)cc3)n2)OC1=O (stereo not given)	10	-10	4.9	-7	7	-7	-4	16	4
Nc1nonc1NC(=O)NN=C1CCCCC1	11	-6	-0.3	3	2	1	1	-3	-9
Cc1ccc(S(=O)(=O)n2c([N+](=O)[O-])cnc2C)cc1C	14	-22	0.3	-1	7	3	13	-1	-3
CCC1(C)Cc2ccccc2-c2[nH][nH]c(=O)c21 (stereo not given)	6	-27	-0.5	-5	4	-12	0	7	-3
Cc1c(C(=O)O)sc(=S)n1-c1ccc(Cl)cc1	2	-1	0.0	-3	-6	-9	10	-4	-7

Gathered by group: the entries above with a nitro group on carbon.
SMILES	M1 PAM parental	OXTR potentiator	CHO-K1 Ca ag	M1 ag	CHO-K1 Ca antag	CHO parental Ca	TAAR1 ag	TAAR1 antag	CHRM1 antagonist
CN1CCN(S(=O)(=O)c2ccc(NC(=O)c3ccc([N+](=O)[O-])cc3)cc2)CC1	-9	-7	0.1	-4	5	-17	1	-14	-17
Cc1ccc(S(=O)(=O)n2c([N+](=O)[O-])cnc2C)cc1C	14	-22	0.3	-1	7	3	13	-1	-3

More compounds.
SMILES	M1 PAM parental	OXTR potentiator	CHO-K1 Ca ag	M1 ag	CHO-K1 Ca antag	CHO parental Ca	TAAR1 ag	TAAR1 antag	CHRM1 antagonist
Cc1cc(-c2cc(-c3ccc(Cl)cc3)on2)nc(NCC2CC2)n1	-12	-4	-0.1	-3	0	-7	12	5	-9
CCN1CCN(c2ccc(S(=O)(=O)N3CCOCC3)cc2NC(=O)c2ccccc2SC)CC1	-7	3	0.4	24*	9	-9	1	-11	-10
COc1ccccc1CNC(=O)C(C)NS(=O)(=O)c1ccc(C)cc1 (stereo not given)	-6	-3	0.0	-1	1	-23	3	11	-8
Cn1nnnc1SCC(=O)N1CCc2ccccc2C1	-3	-3	2.2	-2	0	5	7	8	7
O=C(Cn1c2[n+](c3ccc(C(F)(F)F)cc31)CCCCC2)Nc1c(F)cccc1F	14	-1	1.7	-7	-7	-24	-1	-6	-4
COc1ccc(-c2cnc(SCC(=O)Nc3cc(C)on3)n2Cc2ccco2)cc1	15	-18	3.6	2	0	-18	15	24	-18
COC(=O)c1ccc(CN2CCN(CCc3ccccc3)C(CCO)C2)cc1 (stereo not given)	6	-3	1.0	-7	-6	-19	4	-5	-6
COc1cc(C2CC(=O)c3cnc(NC(=O)c4ccco4)nc3C2)cc(OC)c1OC (stereo not given)	-10	1	1.2	-3	-4	-5	0	-1	5
COc1ccc(/C=C/C(=O)NC(=S)NCC2CCCO2)cc1 (stereo not given)	6	-18	4.4	-6	2	-18	4	11	6
Cc1cccc2c(=O)c(C(=O)NCCCN3CCOCC3)c[nH]c12	4	0	0.1	-5	-11	2	2	2	-6
CC1CCCC(NC(=O)COC(=O)CCc2ccccc2)C1C (stereo not given)	23	-1	0.4	-3	-11	-10	17	6	0
COc1cccc(C2CC(c3cccs3)=NN2C(=O)CSC2=NN3CCCC(=O)N=C3S2)c1OC (stereo not given)	-2	-10	1.1	-6	24*	-12	5	14	6
CN(CC(=O)Nc1cccc(F)c1)C(=O)c1cc2c(s1)CCCCC2	13	-10	4.2	1	-2	4	nt	nt	-2
Oc1ccc(Br)cc1-c1ccnn1-c1ccccc1	11	-21	1.3	-2	-3	29	0	6	-18
CCCc1cc(C(=O)Nc2sc3c(c2C(=O)OCC)CCCC3)no1	9	-2	0.3	-10	-5	5	1	-20	-7
Nc1nc(NCc2ccco2)nc(N2CCCC2)c1[N+](=O)[O-]	8	-1	2.1	-2	-5	-1	2	-25	-3
O=C1Nc2ccc([N+](=O)[O-])cc2OC1CCN1CCCC1 (stereo not given)	-3	-22	0.6	-3	-5	0	1	-14	-9
COc1ccc(S(=O)(=O)NCCN2CCOCC2)cc1[N+](=O)[O-]	14	0	0.2	-8	-6	5	0	1	4
CCOc1ccccc1NC(=S)Nn1cnnc1	-24	-4	0.2	6	7	-1	4	-4	6
S=c1[nH]nc(-c2ccc(Cl)cc2)n1CC1CCCO1 (stereo not given)	18	-2	0.6	-7	-15	-6	11	4	-12
COc1ccc(N=Cc2ccc(-c3ccccc3)o2)cc1	13	-2	0.2	-4	-18	12	4	10	-4
CCc1cc2c(SC(C)C(=O)NC3CCCC3)ncnc2s1 (stereo not given)	25	-1	1.2	-5	6	-24	4	-8	-10
C=CCN(CC=C)C(=O)COC(=O)c1ccc(Sc2ncn[nH]2)c([N+](=O)[O-])c1	15	-8	11	-6	-6	-4	5	-2	3
CCOc1ccccc1NC(=O)c1ccccc1-c1nc(-c2ccccc2)no1	1	-9	1.0	-2	-2	3	6	46	7
CN(CC(=O)NCCN1CCN(Cc2ccccc2)CC1)S(=O)(=O)c1cccc2nsnc12	-3	-15	0.1	8	2	7	3	-19	14
O=C(COC(=O)CCN=C1NS(=O)(=O)c2ccccc21)NNC(=O)c1ccc(Cl)cc1	14	-2	3.9	-1	10	-8	4	1	20

By substructure: the compounds so far with an aryl methoxy group.
SMILES	M1 PAM parental	OXTR potentiator	CHO-K1 Ca ag	M1 ag	CHO-K1 Ca antag	CHO parental Ca	TAAR1 ag	TAAR1 antag	CHRM1 antagonist
COc1ccc(CCNC(=O)CSc2nnc(-c3ccccc3)c3ccccc23)cc1OC	12	3	-0.9	-8	-14	-27	-3	-16	-12
COc1ccccc1C1CC(=O)Nc2cc(C)c(C)cc21 (stereo not given)	0	-22	0.5	-3	-12	-18	3	-10	-11
COc1ccc(C(c2nnnn2C2CCCCC2)N2CCN(c3ccccc3F)CC2)cc1 (stereo not given)	9	-19	0.1	-5	-11	-2	0	0	-2
COc1ccc(NC(=O)c2ccc(S(=O)(=O)C(F)F)cc2)c(OC)c1	-4	-4	0.8	-1	1	6	-1	14	-2
COc1ccccc1CNC(=O)C(C)NS(=O)(=O)c1ccc(C)cc1 (stereo not given)	-6	-3	0.0	-1	1	-23	3	11	-8
COc1ccc(-c2cnc(SCC(=O)Nc3cc(C)on3)n2Cc2ccco2)cc1	15	-18	3.6	2	0	-18	15	24	-18
COc1cc(C2CC(=O)c3cnc(NC(=O)c4ccco4)nc3C2)cc(OC)c1OC (stereo not given)	-10	1	1.2	-3	-4	-5	0	-1	5
COc1ccc(/C=C/C(=O)NC(=S)NCC2CCCO2)cc1 (stereo not given)	6	-18	4.4	-6	2	-18	4	11	6
COc1cccc(C2CC(c3cccs3)=NN2C(=O)CSC2=NN3CCCC(=O)N=C3S2)c1OC (stereo not given)	-2	-10	1.1	-6	24*	-12	5	14	6
COc1ccc(S(=O)(=O)NCCN2CCOCC2)cc1[N+](=O)[O-]	14	0	0.2	-8	-6	5	0	1	4
COc1ccc(N=Cc2ccc(-c3ccccc3)o2)cc1	13	-2	0.2	-4	-18	12	4	10	-4
